Bioassay records (PubChem BioAssay)
ELG1 genotoxic – qHTS screen for small molecules that induce genotoxicity in human embryonic kidney (HEK293T) cells expressing luciferase-tagged ELG1 | Potency, µM (highest dose often 46 µM), for the others: at the top dose activity change, positive = activation, hits mostly activators | HEK293T ELG1-luciferase reporter, luminescence, 16 h | actives 1.3% (n = 330,000); also: potency is read from the fitted curve at half-maximal effect; % of control where 0% means no effect; nearly all actives have a fitted effect of over 60% in size
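Genotoxicity was scored as increased ELG1-luciferase reporter signal, measured by ONE-Glo luminescence (30 min, room temperature). Compound or vehicle exposure of the HEK293T reporter cells lasted 16 hr at 37°C.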
FBPA coupling cs – qHTS Assay for Inhibitors of Fructose-1,6-bisphosphate Aldolase from Giardia Lamblia: Coupling assay counterscreen | activity change, negative = inhibition, % at 58.2 µM, hits read low | actives 0.67% (n = 290,000) | coupling enzyme system counterscreen, AmpLite Red fluorescence; in the data active = activity change below about -30%; also: % is scaled to controls: 0 for no effect and ±100 for the full control effect
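Fluorescence at 525 nm excitation and 598 nm emission measured inhibition of the coupled detection system without aldolase. Compounds (at 57.5 uM final) were preincubated 10 min at room temperature with coupling enzyme reagent before a 20 min substrate/AmpLite Red step.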
uPA generation – qHTS for Inhibitors of Cell Surface uPA Generation | cell surface uPA generation assay, qHTS | Potency, µM (highest dose often 38.3 µM), for inactives: at the top dose activity change, negative = inhibition, most hits filed as inhibitors | actives 0.31% (n = 330,000) | AID 540303, 2011; active = well fitted inhibition curve with a large enough effect; inconclusive = small, poorly fitted or top-dose-only effect; inactive = no such curve, though single readings can be large or run the other way; tested in mouse RAW 264.7 cells; also: potency is read from the fitted curve at half-maximal effect; % is scaled to controls: 0 for no effect and ±100 for the full control effect; nearly all actives have a fitted effect of over 55% in size
FLuc counter – qHTS profiling assay for firefly luciferase inhibitor/activator using purifed enzyme and Km concentrations of substrates (counterscreen for miR-21 project). Potency, µM (highest dose often 57.5 µM), for the others: at the highest dose activity change, negative = inhibition, hits mostly inhibitors. Luciferin 4-monooxygenase (Photinus pyralis), P08659. actives 6.9% (n = 360,000). purified FLuc, Km substrates, luminescence inhibition. AID 588342, 2011;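 also: potency is read from the fitted curve at half-maximal effect; plate controls were vehicle for no effect and reference inhibitor for full effect; nearly all actives have a fitted effect of over 55% in size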
Target sequence (P08659 whole entry, looked up): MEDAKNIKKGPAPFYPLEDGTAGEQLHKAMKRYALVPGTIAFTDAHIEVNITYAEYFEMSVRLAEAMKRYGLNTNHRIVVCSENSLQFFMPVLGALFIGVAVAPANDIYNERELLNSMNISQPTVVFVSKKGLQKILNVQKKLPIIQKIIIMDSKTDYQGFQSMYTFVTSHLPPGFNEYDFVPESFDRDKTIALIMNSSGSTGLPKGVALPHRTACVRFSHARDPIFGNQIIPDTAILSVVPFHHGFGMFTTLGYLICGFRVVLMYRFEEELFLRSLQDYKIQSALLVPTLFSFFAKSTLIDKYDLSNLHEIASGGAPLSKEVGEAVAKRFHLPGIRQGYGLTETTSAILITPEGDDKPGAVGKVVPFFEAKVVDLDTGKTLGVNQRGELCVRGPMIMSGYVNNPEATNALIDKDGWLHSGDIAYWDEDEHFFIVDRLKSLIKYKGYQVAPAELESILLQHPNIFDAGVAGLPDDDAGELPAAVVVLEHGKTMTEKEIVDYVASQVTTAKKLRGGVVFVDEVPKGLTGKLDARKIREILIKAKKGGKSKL
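Biochemical qHTS of compounds, final roughly 60 µM downward over six points, against 10 nM purified firefly luciferase using Km concentrations of substrates (10 uM D-luciferin, 10 uM ATP) in Tris acetate pH 7.5 buffer; luminescence output.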
Giardia kill – Small Molecules that selectively kill Giardia lamblia: qHTS; Giardia lamblia trophozoite viability; activity change, % at 7.66 µM, hits read low; actives 0.15% (n = 340,000); in the data active = activity change below about -80%; inconclusive = between about -30% and that limit;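 also: parasites exposed to compound for two days anaerobically before the ATP read; % is scaled to controls: 0 for no effect and ±100 for the full control effect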
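Giardia lamblia trophozoites (100 cells/well) were incubated with compounds for 48 h at 37 deg C under anaerobic conditions. Viability was read as ATP content by one-step luminescence after 15-30 min at room temperature.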
KCNH2 3.1 block – qHTS for Inhibitors of KCHN2 3.1: Mutant qHTS; actives 0.95% (n = 340,000); activity change, % (tested at about 1.8 µM); Potassium voltage-gated channel subfamily H member 2, brain isoform KCNH2 3.1 (human); U2OS KCNH2 3.1, thallium flux FluxOr; active compounds read low; AID 720553, 2013;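 active = maximum activity change below -70%; inconclusive = maximum activity change from -70% to -50%; inactive = maximum activity change above -50%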;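 also: thallium influx rate constant from kinetic fluorescence after stimulation buffer; % is scaled to controls: 0 for no effect and ±100 for the full control effect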
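Steps: virus added to U2OS suspension (4 h, RT, dark); medium with 10% FBS added, cells plated, 37 C overnight; FluxOr/Red40 loading buffer 45 min RT; stimulation buffer, 2 min kinetic read; rate constant normalized.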
RORg inh – qHTS for inhibitors of ROR gamma transcriptional activity; Potency, µM (titrated, usually from 53.6 µM), without a hit: at the highest dose activity change, negative = inhibition, hits mostly inhibitors; actives 5.4% (n = 310,000); Drosophila S2 Gal4-RORgamma UAS-luciferase reporter, 20 h; AID 2551, 2010; Nuclear receptor ROR-gamma (Mus musculus), P51450; also: potency is read from the fitted curve at half-maximal effect; % is scaled to controls: 0 for no effect and ±100 for the full control effect; nearly all actives have a fitted effect of over 60% in size
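Drosophila S2 cells stably expressing Gal4-DBD/mouse RORγ fusion under metallothionein promoter plus UAS-luciferase; compound 1 h, then 700 uM CuSO4 induction for 20 h at ambient temperature; inhibition read as reduced luminescence.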
Tb PFK inh – qHTS Assay to Find Inhibitors of T. brucei phosphofructokinase. ATP-dependent 6-phosphofructokinase (Trypanosoma brucei brucei), O15648. T. brucei PFK, ADP-Glo luminescence. Potency, µM (titrated, usually from 57.5 µM), for inactives: at the highest dose activity, negative = inhibition, actives largely listed as inhibitors. actives 0.17% (n = 330,000);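 also: potency is read from the fitted curve at half-maximal effect; 0% = uninhibited 1x PFK enzyme wells and -100% = no-enzyme wells; nearly all actives have a fitted effect of over 60% in size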
Target sequence (O15648 whole entry, looked up): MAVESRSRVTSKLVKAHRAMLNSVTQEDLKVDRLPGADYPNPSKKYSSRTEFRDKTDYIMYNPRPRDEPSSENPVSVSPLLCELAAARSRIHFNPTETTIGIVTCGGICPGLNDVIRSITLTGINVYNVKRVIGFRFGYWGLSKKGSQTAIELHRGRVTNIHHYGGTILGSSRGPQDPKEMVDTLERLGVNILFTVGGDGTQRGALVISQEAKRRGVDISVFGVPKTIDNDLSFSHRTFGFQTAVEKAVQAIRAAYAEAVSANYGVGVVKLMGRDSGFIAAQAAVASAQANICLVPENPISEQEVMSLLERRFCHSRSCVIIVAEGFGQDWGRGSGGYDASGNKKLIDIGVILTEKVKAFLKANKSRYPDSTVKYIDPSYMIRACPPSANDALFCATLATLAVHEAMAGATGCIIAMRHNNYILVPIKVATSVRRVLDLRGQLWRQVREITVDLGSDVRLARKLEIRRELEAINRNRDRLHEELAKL
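ADP-Glo luminescence quantified ADP after 45 min at room temperature, with 1.25 nM T. brucei PFK, 0.1 mM ATP and 0.5 mM fructose-6-phosphate in pH 8.0 TEA buffer. qHTS titrations up to 57 µM; curves classified by quality.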
VP16 counter – VP16 counterscreen qHTS for inhibitors of ROR gamma transcriptional activity | Potency, µM (titrated, usually from 53.6 µM), without a hit: top-dose activity, negative = inhibition, usual class: inhibitors | actives 3.5% (n = 310,000) | Drosophila S2 Gal4-VP16 UAS-luciferase, luminescence, 20 h;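 also: Gal4-VP16 expression switched on by copper sulfate through the metallothionein promoter; potency is read from the fitted curve at half-maximal effect; % is scaled to controls: 0 for no effect and ±100 for the full control effect; nearly all actives have a fitted effect of over 50% in size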
NPC1 promoter act – qHTS Assay for NPC1 Promoter Activators. Huh7 NPC1 promoter luciferase reporter, 24 h. Potency, µM (series often up to 9.22 µM), for inactives: top-dose activation, most hits filed as activators. actives 2.4% (n = 320,000). AID 485313, 2010;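 also: potency is read from the fitted curve at half-maximal effect; % of control where 0% means no effect; nearly all actives have a fitted effect of over 60% in size; reporter is driven by a mutant NPC1 promoter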
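NPC1 promoter–luciferase Huh7 cells; 24 h compound; luminescence.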
Rab9 promoter act – qHTS Assay for Rab9 Promoter Activators; Huh7 Rab9 promoter-luciferase reporter, luminescence, 24 h; Potency, µM (doses to about 9.22 µM), without a hit: at the top dose activation, negative = inhibition, hits mostly activators; actives 2.8% (n = 320,000); AID 485297, 2010; also: potency is read from the fitted curve at half-maximal effect; % of control where 0% means no effect; nearly all actives have a fitted effect of over 60% in size
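Using Huh7 cells stably transfected with Rab9 promoter–luciferase, compounds were incubated 24 h at 37 °C, 5% CO2; luciferase luminescence was read 10 min after reagent addition.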
The depositor's hits bear a star; ? = inconclusive; · = not tested or not shown; [ ] = remark or other dose. Unless noted, calls follow the shape of the dose curve; as a rule, active = well fitted curve in the direction sought with a large enough effect; inconclusive = small, poorly fitted or top-dose-only effect, or another doubt; inactive = no such curve, though single readings can be large; an effect the other way counts as inactive or inconclusive.

SMILES	ELG1 genotoxic	FBPA coupling cs	uPA generation	FLuc counter	Giardia kill	KCNH2 3.1 block	RORg inh	Tb PFK inh	VP16 counter	NPC1 promoter act	Rab9 promoter act
Cc1cc(SCC(=O)NCC2CCCO2)nc2ccccc12 (centres undefined)	-3%	·	-7%	1%	-14	35	8%	1%	-1%	-3%	0%
Cn1c(SCC(=O)Nc2ccccc2O)nnc1-c1ccco1	3%	·	?	0%	11	5	-9%	4%	5%	-1%	-1%
COc1ccc2[nH]c(=O)c(COC(=O)c3cccs3)cc2c1	0%	-2	-1%	0%	29	1	?	-7%	-18%	-4%	-4%
Cc1ccc(OCCCN2C(=O)C(=O)c3cccc(C)c32)cc1	-1%	-4	0%	24µM*	-5	4	7.9µM*	-3%	13µM*	1%	7%
CCOC(=O)C1(CCc2ccccc2)CCN(C(=O)CN2C(=O)CSC2=O)CC1	-1%	0	-2%	-3%	38[activator]	-17	14%	-3%	-15%	-6%	-2%
COc1ccccc1-c1ccc(NC2CCCCC2)nn1	?	1	·	7.6µM*	1	3	?	-4%	2%	?	?
COc1ccccc1-c1nnc(SCC(=O)Nc2ccc(S(N)(=O)=O)cc2)n1N	-3%	1	-66%	-1%	-11	3	0%	0%	-7%	2%	-1%
CCCn1c(CNS(=O)(=O)c2ccc(C)cc2)nc2ccccc21	-3%	-1	0%	3%	-10	-2	11µM*	-1%	?	2%	-11%
S=c1[nH]nc(CCc2nc3ccccc3[nH]2)n1-c1ccccc1	0%	2	14%	-7%	39[activator]	8	3%	-8%	-15%	-3%	-5%
CC1(C)Cc2cccc(OCC(=O)N3CCN(c4ccccc4Cl)CC3)c2O1	0%	·	6%	1%	-5	-48	·	-7%	·	-1%	4%
Cc1ccc2nc(SCC(=O)NCc3ccco3)nc(=O)n2c1	10%	·	8%	-1%	-21	-7	·	?	·	-1%	-2%
Clc1cccc(Cl)c1OCCCCN1CCCCC1	-4%	2	-3%	-1%	13	1	-19%	-6%	-6%	-4%	3%
CN1CCc2c(sc3c2C(=O)NC(c2cccs2)N3)C1 (centres undefined)	5%	-5	0%	?	13	5	40%	-3%	13%	17%	19%
Cc1ccccc1C(=O)N1CCN(c2ccc(N3CCOCC3)nn2)CC1	-2%	·	-1%	4%	-1	5	·	-1%	·	0%	-1%
COc1ccccc1C(=O)N1CCN(Cc2nc3cc([N+](=O)[O-])ccc3n2C)CC1	-12%	-15	-1%	-4%	-1	10	19%	-1%	2%	-2%	-4%
COc1ccc(N2C(=O)CC(N3CCC(O)(c4ccc(Br)cc4)CC3)C2=O)cc1 (centres undefined)	1%	0	-2%	5%	-20	-17	?	4%	3%	0%	-2%
COc1ccc(-n2c(SC(C)C(=O)Nc3ncc(Cl)cc3Cl)nc3ccccc32)cc1 (centres undefined)	-8%	0	?	3%	9	2	-22%	2%	-6%	-7%	5%
CCOC(=O)c1c(NC(=O)COC(=O)Cn2cnc3ccccc32)sc2c1CCC(C)C2 (centres undefined)	2%	3	1%	-1%	9	4	9%	-1%	-21%	0%	-7%
CCCCCn1nc(C(=O)OCc2nnc(-c3ccccc3)o2)c2ccccc2c1=O	-5%	·	-1%	2%	1	-14	·	2%	·	1%	0%
COc1cccc(NC(=O)Cn2nnc(C(=O)Nc3cc(Cl)ccc3OC)c2N)c1	1%[9.26 µM]	0	6%	1%	22	7	-9%	0%	-13%	1%	-1%

Given comma-delimited: 7 of the compounds above.
SMILES,ELG1 genotoxic,FBPA coupling cs,uPA generation,FLuc counter,Giardia kill,KCNH2 3.1 block,RORg inh,Tb PFK inh,VP16 counter,NPC1 promoter act,Rab9 promoter act
COc1ccccc1-c1ccc(NC2CCCCC2)nn1,?,1,·,7.6µM*,1,3,?,-4%,2%,?,?
COc1ccccc1-c1nnc(SCC(=O)Nc2ccc(S(N)(=O)=O)cc2)n1N,-3%,1,-66%,-1%,-11,3,0%,0%,-7%,2%,-1%
CCCn1c(CNS(=O)(=O)c2ccc(C)cc2)nc2ccccc21,-3%,-1,0%,3%,-10,-2,11µM*,-1%,?,2%,-11%
S=c1[nH]nc(CCc2nc3ccccc3[nH]2)n1-c1ccccc1,0%,2,14%,-7%,39[activator],8,3%,-8%,-15%,-3%,-5%
CC1(C)Cc2cccc(OCC(=O)N3CCN(c4ccccc4Cl)CC3)c2O1,0%,·,6%,1%,-5,-48,·,-7%,·,-1%,4%
Cc1ccc2nc(SCC(=O)NCc3ccco3)nc(=O)n2c1,10%,·,8%,-1%,-21,-7,·,?,·,-1%,-2%
Clc1cccc(Cl)c1OCCCCN1CCCCC1,-4%,2,-3%,-1%,13,1,-19%,-6%,-6%,-4%,3%

(more compounds)
SMILES	ELG1 genotoxic	FBPA coupling cs	uPA generation	FLuc counter	Giardia kill	KCNH2 3.1 block	RORg inh	Tb PFK inh	VP16 counter	NPC1 promoter act	Rab9 promoter act
Cc1nc(CCNC(=O)CC2C(=O)NCCN2Cc2ccccc2F)sc1C (centres undefined)	1%	-8	4%	3%	0	-2	-3%	6%	4%	1%	0%
COc1ccccc1NS(=O)(=O)c1c(C)[nH]c(C)c1C(=O)N1CCCC1	-1%	-18	1%	1%	19	5	-6%	1%	12%	-1%	2%
COc1ccc(CNc2ccc(S(N)(=O)=O)cc2)c(OC)c1OC	-3%	3	0%	-12%	6	-7	?	0%	20µM*	19%	16%
CCOc1ccc(-c2cc(N)n(S(=O)(=O)c3ccc(OC)c(OC)c3)n2)cc1	-10%	-2	-14%	-9%	4	-4	?	2%	1%	2%	-10%
COC(=O)C1=NN[C@H](C(=O)OC(C)(C)C)[C@H]1c1ccccc1	2%	0	4%	3%	7	0	-6%	-3%	-6%	-3%	-11%
Cn1c(=O)[nH]c(=O)c2c1ncn2CCCc1ccccc1	0%	0	1%	0%	5	9	-7%	-3%	6%	-2%	-3%
CCCn1c(O)c(CN2CCCCC2)c(C)c(C#N)c1=O	-1%	-40*	2%	-3%	8	14	-1%	-2%	-1%	0%	15%
CCOc1ccc(N2CC(C(=O)Nc3ccccc3C(=O)N3CCOCC3)CC2=O)cc1 (centres undefined)	-6%	2	-2%	0%	-21	10	3%	0%	1%	0%	-4%
CC(=O)Oc1cc2oc(=O)cc(C)c2cc1OC(C)=O	-1%	1	-8%	5%	9	6	?	0%	-10%	-14%	2%
COc1cc(-c2nc3ccccn3c2/N=C/c2cc(OC)c(O)cc2Cl)ccc1O	11%	-11	-5%	?	-16	-3	2%	-3%	1%	2%	3%
Cc1cc(C)nc(SCCn2c(N3CCOCC3)nc3c2c(=O)[nH]c(=O)n3C)n1	-2%	2	9%	0%	-28	-5	-6%	-4%	-3%	-1%	-2%
COc1ccc(S(=O)(=O)N2CCCCC2)cc1NC(=O)c1ccc(CS(C)(=O)=O)cc1	2%	·	?	5%	2	32	·	-4%	·	-1%	-2%
COc1ccc(CNC(=O)CSc2nnnn2Cc2ccccc2)cc1	-2%	0	-9%	2%	-13	4	7%	-1%	-1%	1%	-3%
CCN(CC)S(=O)(=O)c1cccc(C(=O)NC(C)C(c2cccs2)N2CCCC2)c1 (centres undefined)	-1%	0	-4%	5%	24	4	18%	1%	5%	-2%	0%
O=S1(=O)CCN(OCc2ccc(Cl)cc2)CC1	0%	0	1%	-2%	-5	-8	7%	-5%	-7%	0%	-8%
O=C(NNC(=O)c1ccccc1O)c1ccc(NS(=O)(=O)c2ccc(F)c(F)c2)cc1	2%	·	0%	-20%	-2	18	·	5%	·	-1%	-3%
COc1cc(/C=C/C(=O)c2c(O)ccc3c(C)cc(=O)oc23)ccc1O	·	3	-15%	-18%	-9	-7	13µM*	·	?	·	·
Cc1cc(-c2ccco2)c(C#N)c2nc3ccccc3n12	?	-23	-8%	?	1	4	?	-5%	?	18%	13%
COc1ccc(/C(C)=N/NC(=S)NCc2ccco2)cc1	-5%	-1	-5%	-3%	-6	2	2.8µM*	-2%	5.6µM*	2%	0%

Rows were taken by chance (roughly 14% active in at least one column).
